SNCA expr inhib – Primary qHTS assay for inhibitors of alpha-synuclein gene (SNCA) expression; 0.17% of 140,000 active; HEK-293 SNCA-luciferase knock-in, luminescence, 24 h; Potency, µM (highest dose often 57.2 µM), without a hit: top-dose activity change, negative = inhibition, hits mostly inhibitors;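 also: potency is read from the fitted curve at half-maximal effect; plate controls were DMSO cells for no effect and cell-free wells for full effect; nearly all actives have a fitted effect of over 45% in size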
HEK293 tox – Cytotoxic Profiling in HEK 293 Cell Line of Diverse Libraries Using Quantitative High-Throughput Screening; AID 1345083, 2018; HEK 293 viability, ATP luminescence (CellTiter-Glo), 48-72 h; 6.6% of 94,000 active; Potency, µM (titrated, usually from 115 µM), for inactives: at the top dose activity change, negative = cytotoxicity, usual class: inhibitors; also: potency is read from the fitted curve at half-maximal effect; nearly all actives have a fitted effect of over 60% in size
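HEK 293 cells seeded at 250 cells/well were exposed to compound for 48 or 72 hr at 37 degree Celsius. Viability taken as ATP content by CellTiter-Glo luminescence.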
HEK293 viab – GF-AFC viability counterscreen for inhibitors of alpha-synuclein gene (SNCA) expression; HEK-293-SNCA-luc viability, GF-AFC fluorescence, 24 h; Potency, µM (highest dose often 57.1 µM), without a hit: top-dose activity change, negative = cytotoxicity, hits mostly cytotoxic; 0.12% of 150,000 active;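 also: potency is read from the fitted curve at half-maximal effect; 0% = DMSO-treated cells and -100% = medium-only wells without cells; nearly all actives have a fitted effect of over 30% in size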
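HEK-293-SNCA-luc cells (1500/well) plated 24 h, then exposed 24 h to a dilution series; GF-AFC added 30 min at 37C, fluorescence 405/540 nm; normalised to medium-only and DMSO wells, Hill fit.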
Luciferase inh – Firefly luciferase inhibition profiling of diverse chemical library using quantitative high-throughput screening | 2.5% of 76,000 active | Potency, µM (series often up to 115 µM), inactives show at the highest dose activity change, negative = inhibition, most hits filed as inhibitors | purified P. pyralis luciferase, luminescence, biochemical; also: potency is read from the fitted curve at half-maximal effect; nearly all actives have a fitted effect of over 65% in size
Target sequence (P08659 whole entry, looked up): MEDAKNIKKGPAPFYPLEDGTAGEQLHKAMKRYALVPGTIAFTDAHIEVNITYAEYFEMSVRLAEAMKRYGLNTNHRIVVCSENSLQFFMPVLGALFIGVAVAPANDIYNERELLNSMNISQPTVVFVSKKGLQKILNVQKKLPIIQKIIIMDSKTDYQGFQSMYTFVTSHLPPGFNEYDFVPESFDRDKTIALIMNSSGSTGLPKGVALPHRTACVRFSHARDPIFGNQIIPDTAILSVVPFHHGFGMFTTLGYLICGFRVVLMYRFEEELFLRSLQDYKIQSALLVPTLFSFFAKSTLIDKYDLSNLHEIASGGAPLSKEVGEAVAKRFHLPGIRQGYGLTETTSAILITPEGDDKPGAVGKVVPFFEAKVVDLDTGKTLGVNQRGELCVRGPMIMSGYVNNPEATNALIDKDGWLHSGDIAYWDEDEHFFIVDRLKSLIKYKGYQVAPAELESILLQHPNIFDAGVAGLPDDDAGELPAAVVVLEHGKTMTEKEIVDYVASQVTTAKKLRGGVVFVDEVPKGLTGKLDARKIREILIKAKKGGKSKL
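Inhibitors were tested against purified firefly luciferase in a biochemical, low-substrate format (both substrates at 10uM) and luminescence measured with a CCD imager.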
NIH3T3 tox – Cytotoxic Profiling in NIH 3T3 Cell Line of Diverse Libraries Using Quantitative High-Throughput Screening; NIH 3T3 viability, CellTiter-Glo ATP luminescence, 48-72 h; Potency, µM (highest dose often 96.7 µM), for inactives: at the top dose activity change, negative = cytotoxicity, usual class: inhibitors; 4.3% of 94,000 active; AID 1345082, 2018; also: potency is read from the fitted curve at half-maximal effect; nearly all actives have a fitted effect of over 55% in size
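NIH 3T3 cells at 400 cells/well received 23 nL of compound by pintool and were incubated 48 or 72 h at 37 °C. Viability was read as ATP-coupled CellTiter-Glo luminescence.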
GPT2 inhibitor – Primary qHTS assay for inhibitors of Glutamate pyruvate transaminase 2 (GPT2) | Alanine aminotransferase 2 (Homo sapiens), Q8TD30 | Recombinant GPT2, coupled pyruvate oxidase/HRP Amplex Red fluorescence | Potency, µM (highest dose often 57.7 µM), for inactives: at the highest dose activity change, negative = inhibition, hits mostly inhibitors | 0.25% of 100,000 active; also: potency is read from the fitted curve at half-maximal effect; nearly all actives have a fitted effect of over 60% in size; many of its hits are not listed in these tables
Target sequence (Q8TD30 whole entry, looked up): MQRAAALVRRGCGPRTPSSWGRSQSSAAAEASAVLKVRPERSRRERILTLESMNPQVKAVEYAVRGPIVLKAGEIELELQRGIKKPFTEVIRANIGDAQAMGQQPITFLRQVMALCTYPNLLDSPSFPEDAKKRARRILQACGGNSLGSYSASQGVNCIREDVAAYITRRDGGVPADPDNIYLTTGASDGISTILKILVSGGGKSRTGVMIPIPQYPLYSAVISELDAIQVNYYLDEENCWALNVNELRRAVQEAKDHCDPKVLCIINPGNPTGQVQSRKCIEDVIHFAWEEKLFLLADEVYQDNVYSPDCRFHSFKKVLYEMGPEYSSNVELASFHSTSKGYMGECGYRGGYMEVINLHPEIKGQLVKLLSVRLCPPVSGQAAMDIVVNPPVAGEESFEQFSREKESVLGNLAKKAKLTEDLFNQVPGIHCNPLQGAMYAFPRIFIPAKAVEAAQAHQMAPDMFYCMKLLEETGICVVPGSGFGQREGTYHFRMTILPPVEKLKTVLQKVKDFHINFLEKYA
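Fluorescence of coupled pyruvate oxidase/HRP/Amplex Red system (50uM Amplex, 30 min, dark) reports pyruvate formed by GPT2. Enzyme reaction: 10ng/uL GPT2, 2mM L-alanine, 250uM a-KG, 30 min room temperature, pH 7.5; 50uM AOA control.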
IP6K1 inh – Primary qHTS assay for small molecule inhibitors of Inositol hexaphosphate kinase 1 (IP6K1); Inositol hexakisphosphate kinase 1 (Homo sapiens), Q92551; IP6K1 kinase, ADP-Glo luminescence, 2 h; active compounds read low; activity change, % (series mostly up to about 58 µM); 0.81% of 140,000 active; in the data active = activity change below about -25%
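ADP-Glo luminescence measures ADP made by human IP6K1 during a 2 h RT reaction with ATP/IP6 (mix at 1.3 mM/130 uM); top library doses 57.5 and 19.1 uM final.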
Starred values were filed as active, the others as inactive; i = inactive; ? = inconclusive; · = no result given; [ ] = another dose, or the depositor's remark. Unless noted, calls follow the shape of the dose curve; as a rule, active = well fitted curve in the direction sought with a large enough effect; inconclusive = small, poorly fitted or top-dose-only effect, or another doubt; inactive = no such curve, though single readings can be large; an effect the other way counts as inactive or inconclusive. Unless noted, % is scaled to controls: 0 for no effect and ±100 for the full control effect.

Each structure is followed by: SNCA expr inhib	HEK293 tox	HEK293 viab	Luciferase inh	NIH3T3 tox	GPT2 inhibitor	IP6K1 inh
(1) CS(=O)(=O)N1CCC(c2nc(CCOCC3CC3)no2)C1 (centres undefined)
 : 31%	i	10%	·	3%	i	0
(2) COc1ccc(OC)c(S(=O)(=O)N2CCCCCCN(C)C(=O)CC2)c1
 : -5%	i	-7%	-10%	-14%	i	-3
(3) COC1CCN(C(C)=O)CC(=O)N(C)c2ccccc21 (centres undefined)
 : ·	0%	·	·	?	·	-1
(4) Cc1ncsc1C1N(C2CCN(S(=O)(=O)c3ccccc3)CC2)C(=O)C12CCCC2 (centres undefined)
 : ?	?	1%[12.5 µM]	6%	-20%	i	0
(5) O=C(Cc1ccc(F)cc1)N1CCN(c2nc3ncccc3o2)CC1
 : 15%[87.6 µM]	-6%[172 µM]	19%[87.6 µM]	-7%[172 µM]	2%[138 µM]	i	10
(6) CCOc1cc(=O)n2c(c1C(=O)Nc1ccc(Cl)cc1C)CCCC2
 : 14%	7%	-2%	0%	i	1%	-1
(7) COc1ccccc1N1CCN(C(=O)CN2C(=O)NC3(CCC(C)CC3)C2=O)CC1 (centres undefined)
 : -24%	-13%	13%	-11%	-27%	4%	8
(8) CN(C)[C@@H]1C[C@H](CO)[C@@H](O)[C@H]1O
 : -2%[87.6 µM]	i	8%[87.6 µM]	-1%[299 µM]	1%[230 µM]	2%[88.5 µM]	-1
(9) COc1ncccc1-c1cccc(CCOc2cnc3c(ccn3CC(=O)O)c2)c1
 : -17%[87.6 µM]	?	0%[87.6 µM]	?	-30%[138 µM]	-7%[88.5 µM]	-11
(10) O=C(C1CCCCC1)N1CCCC2(CNc3ncccc3[S+](=O)([O-])N2)C1 (centres undefined)
 : ·	-8%	·	·	-14%	·	27
(11) Cc1ccc(C)c(NC(=O)Cn2cc(C(=O)C3CCCCC3)c3ccccc32)c1
 : 4%	·	3%	·	·	·	0
(12) COc1ccc(-c2cc3nc(N)cc(=O)n3[nH]2)cc1
 : 84%[activator]	·	-4%	·	·	·	-48*
(13) Cc1ccc(-c2nc3sc(CCNC(=O)c4ccco4)c(C)n3n2)cc1
 : 46%[activator]	·	-24%	·	·	·	0
(14) Cn1ncc2c(C(=O)NC3CCOCC3)cc(-c3cccc(C(F)(F)F)c3)nc21
 : ·	-3%	·	·	?	·	-3
(15) Cc1cc(CN(C)C(=O)CC(c2ccccc2)c2ccc3c(c2)OCO3)n[nH]1 (centres undefined)
 : -14%	?	-20%	-1%	-38%	0%	23
(16) Cc1noc(C)c1C(=O)N1C[C@@H](COc2ccccc2)[C@H](C(N)=O)C1
 : 2%	0%	18%	-12%	-6%	4%	0
(17) CCNC(=O)NCC1CCN(Cc2cc(Cl)cc(Cl)c2)C1 (centres undefined)
 : 13%	i	6%	0%	i	i[11.5 µM]	-6
(18) Cc1ccc2c(c1)N1C(=O)OC[C@@H]1CCNC2
 : 5%[87.6 µM]	i	1%[87.6 µM]	2%[230 µM]	5%[174 µM]	1%[88.5 µM]	-9
(19) COc1ccc(CNC(=O)c2ccc(CS(=O)(=O)c3ccc(OC)cc3)o2)cc1
 : 12%	·	-14%	·	·	·	10
(20) COc1ccccc1Cn1c(-c2ccc(Cl)cc2)nc(C)c(CCO)c1=O
 : -2%	32µM*	4%	2%	?	i	-14
(21) O=C(NC(C(=O)N1CCCCC1)C1CCN(C(=O)CCc2ccccc2)CC1)c1cccs1 (centres undefined)
 : 16%	i	-20%	-1%	?	?	5
(22) Cc1cccc(-c2ccc3c(c2)C(=O)N2CC[C@H](NC(=O)NC(C)C)C[C@H]2C(=O)N3)c1C
 : 7%[87.6 µM]	?	2%[87.6 µM]	-4%[172 µM]	?	-7%[88.5 µM]	-16
(23) O=C(Cc1cccc(Cl)c1)N1CCCC(C(=O)N2CCC(c3ccccc3)CC2)C1 (centres undefined)
 : -11%	?	0%	·	?	i	3
(24) O=S(=O)(c1cccs1)N1CCC(c2nc(CCOc3ccc(F)cc3)no2)C1 (centres undefined)
 : ?	?	6%[12.5 µM]	5%	?	-1%	22
(25) Cn1ccnc1CN1CCOc2cc([S+](=O)([O-])Nc3ccccc3)ccc2C1
 : 11%[87.6 µM]	112µM*	-1%[87.6 µM]	-2%[172 µM]	-23%[138 µM]	1%[88.5 µM]	-5
(26) O=C(CC1NCCNC1=O)Nc1ccccc1F (centres undefined)
 : -2%	·	14%	·	·	·	-1
(27) Cc1c(C(=O)Nc2ccc(F)cc2F)nnn1-c1ccccc1Br
 : 67%[activator]	·	3%	·	·	·	-7
(28) COCCOc1ccc2c(n1)CCN(C(=O)CC1CCCC1)C2
 : 3%	?	3%[12.5 µM]	-18%	-19%	i	9
(29) O=C(O)[C@H]1C[C@H](C(=O)NCc2ccncc2)CN(C(=O)C2CCCC2)C1
 : -24%	-8%	2%	-1%	-12%	3%	3
(30) C/C(=C\Cc1c(O)c(Cl)c(C)c(C=O)c1O)CC/C=C(\C)[C@H]1CC(=O)C(C)(C)O1
 : ·	·	2%[23.9 µM]	·	·	i	7

Sorted by heavy-atom count (rising): some entries from above.
Each structure is followed by: SNCA expr inhib	HEK293 tox	HEK293 viab	Luciferase inh	NIH3T3 tox	GPT2 inhibitor	IP6K1 inh
(28) COCCOc1ccc2c(n1)CCN(C(=O)CC1CCCC1)C2
 : 3%	?	3%[12.5 µM]	-18%	-19%	i	9
(30) C/C(=C\Cc1c(O)c(Cl)c(C)c(C=O)c1O)CC/C=C(\C)[C@H]1CC(=O)C(C)(C)O1
 : ·	·	2%[23.9 µM]	·	·	i	7
(22) Cc1cccc(-c2ccc3c(c2)C(=O)N2CC[C@H](NC(=O)NC(C)C)C[C@H]2C(=O)N3)c1C
 : 7%[87.6 µM]	?	2%[87.6 µM]	-4%[172 µM]	?	-7%[88.5 µM]	-16

The listing continues.
Each structure is followed by: SNCA expr inhib	HEK293 tox	HEK293 viab	Luciferase inh	NIH3T3 tox	GPT2 inhibitor	IP6K1 inh
(31) Cc1cc(C)cc(C(=O)N2CCc3[nH]nc(C(=O)N(C)C)c3C2)c1
 : 9%	-25%	9%	-8%	-15%	-11%	-4
(32) Cc1ccc(F)cc1S(=O)(=O)N1CCC(OC2CCN(Cc3ccccc3)CC2)CC1
 : 4%	?	1%	14%	35µM*	i	-4
(33) COc1cc2ccccc2cc1C(=O)N1CCN(c2nc3ccc(F)cc3s2)CC1
 : -1%	·	5%	·	·	·	22
(34) O=C(NCCc1ccc(Cl)cc1)c1ccc2oc(-c3ccccn3)nc2c1
 : -1%	?	-2%	·	-12%	i	-5
(35) O=C(CC(c1ccccc1)c1ccc2c(c1)OCO2)N1CCSCC1 (centres undefined)
 : -7%	?	-9%	-12%	-25%	-2%	-10
(36) Cc1oc2ccn(Cc3cccc(F)c3)c(=O)c2c1C(=O)NC1CCCC1
 : 82%[activator]	?	-8%	?	?	i	14
(37) CN1C(=O)C2(CCN(C(=O)c3ccnn3C)CC2)c2ccccc21
 : 0%	2%	-5%	3%	i	-4%	12
(38) CCOc1ccccc1NC(=O)c1c(NC(=O)c2ccccc2)sc2c1CCCC2
 : -21%	·	13%	·	·	·	-25
(39) O=C(c1ccc2c(c1)OCO2)N1CCN(c2cc(-c3ccc(F)cc3)[nH]n2)CC1
 : ?	?	5%	0%	14µM*	0%	21
(40) O=C(Nc1ccc2c(c1)OCCO2)N1CCCC(Cn2cnc3cccnc32)C1 (centres undefined)
 : 206%[activator]	6%	-1%	28µM*	-1%	i	-10
(41) COc1ccc(CNC(=O)COCc2cc(-c3cccs3)on2)cc1
 : 28%	·	-1%	·	·	·	10
(42) O=C(NC1CC1)c1cnn2ncccc12
 : -28%[87.6 µM]	-21%[230 µM]	2%[87.6 µM]	-6%[230 µM]	-8%[174 µM]	3%[88.5 µM]	3
(43) O=C1c2c(nc(CNc3cccc(F)c3)n2Cc2ccccc2)NCCN1CCN1CCCCC1
 : 10%	?	-4%	-3%	?	-2%	-16
(44) COc1ccccc1N1CCN(S(=O)(=O)c2c(C)sc3ncn(CC(=O)N(C)c4ccc(Cl)cc4)c(=O)c23)CC1
 : 6%	·	6%	·	·	·	13
(45) O[C@H]1[C@H](NCc2cnc3ccccc3c2)[C@@H](c2cccnc2)C[C@H]1O
 : -7%[87.6 µM]	-5%[172 µM]	?	-2%[172 µM]	1%[174 µM]	0%[88.5 µM]	28
(46) O=C(Nc1ccc([C@H]2OCC(=O)N(Cc3ccc(F)cc3)[C@@H]2CO)cc1)C1CCC1
 : 2%[87.6 µM]	-35%[172 µM]	15%[87.6 µM]	-9%[172 µM]	?	-22%[88.5 µM]	0
(47) C=C1[C@@H](C)[C@H]2[C@H](Cc3c[nH]c4ccccc34)NC(=O)[C@]23C(=O)/C=C/C(=O)[C@H](O)/C(C)=C\[C@@H](C)C/C=C/[C@H]3[C@@H]1O
 : ·	·	?	·	·	0%[27.3 µM]	10
(48) O=C(Cn1nc2c(cc1=O)CCCCC2)NCCn1c(=O)c(=O)[nH]c2ccccc21
 : -22%	3%	6%	-1%	i	?	14
(49) Cc1ccc(-c2nc(-c3cc4cccc(OCc5ccccc5F)c4oc3=O)no2)cc1
 : 12%	·	1%	·	·	·	11
(50) COc1ccc(CN2C[C@@H](CO)[C@H](NC(=O)C3CC3)C2)cc1
 : 19%	-12%	5%	-13%	?	-4%	-1
(51) N#Cc1cccc(CN[C@@H]2CO[C@H](CNC(=O)c3ccncc3)[C@H]2O)c1
 : 26%[87.6 µM]	i	0%[87.6 µM]	7%[172 µM]	i	i	-5
(52) CCOC(=O)c1cccc(NC(=O)C2CCN(S(=O)(=O)c3cn(C)cn3)CC2)c1
 : 20%	·	1%	·	·	·	3
(53) CCOC(=O)c1cccc(NC(=O)N2CC[C@@H](CC(=O)Nc3ccccc3)[C@@H](CC)C2)c1
 : 3%	-5%	-6%	-4%	-20%	0%	8
(54) CCc1ccc([S+](=O)([O-])c2nnn3c2nc(NCCCOC)c2ccccc23)cc1
 : 7%	-6%	5%	·	?	i	-5
(55) O=C(C1CCN(c2nc(-c3ccccc3)nc3c2CCC3)CC1)N1CCC[C@H]1CO
 : 4%	?	-14%	6%	-13%	?	6
(56) COc1ccc2cc(C(=O)NCc3ccc4c(c3)CCN4C(=O)c3ccc(F)cc3)[nH]c2c1
 : 25%	·	1%	·	·	·	-7
(57) O=C(NC1C[C@H]2CC[C@@H](C1)N2C(=O)Cc1cccc(F)c1)c1ccncc1 (some centres undefined)
 : ?	-20%	-7%	-1%	-23%	-18%	26
(58) O=C(c1ccc(Br)cc1)N1CCN(c2cc(-c3ccccc3)[nH]n2)CC1
 : -10%	?	3%	-1%	?	i	-2
